Vif imaging: HIV Vif inhibition. HEK293T cells, Vif self-association by quenched fluorescence, imaging, 24 h. inhibition, % at 7.49 µM. 340,000 compounds, 0.35% hits; in the data active = inhibition above about 50%, passing the limit was not always enough; inconclusive = no clear call, values can overlap the other calls; inactive = below about 31%; also: some results filed as inactive read as strong as hits
aDG glyco up: increases alpha dystroglycan glycosylation | Pro5-aDG cells, alpha-DG glycosylation AlphaScreen (IIH6); 0% Pro5, 100% B10-LARGE cell signal | activation, % at 10 µM | 360,000 compounds, 0.22% hits | AID 624168;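 active = activation of at least 8% versus controls, or a plate z-score of at least 8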;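 also: Pro5 are CHO cells carrying HIG-tagged alpha-DG that lacks glycosylation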
Exocytosis inh: lytic granule exocytosis inhibition; TALL-104 LAMP-1 surface exposure, flow cytometry; cells stimulated with thapsigargin and PMA; inhibition, % at 10 µM; 360,000 compounds, 0.66% hits;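 active = inhibition above about 55%, limit read from the data; inconclusive = no clear call, values can overlap the other calls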
CaV13 ICDI inh: Disruptors of the CACNA1D IQ motif to Ca2+-dependent inactivation inhibitor domain association, primary screening, Förster resonance energy transfer in intact living …. 340,000 compounds, 0.098% hits. HEK cells, CFP/YFP FRET ICDI-IQ, plate reader, 10 min; percent FRET-ratio fall versus neutral wells. inhibition, % at 12.3 µM;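 active = mean replicate inhibition of at least 30% and at least 1% of replicates passing that level; inconclusive = only one of the two criteria is met; inactive = neither criterion is met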;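 also: 0% = median of the neutral control wells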
NR2E3 ag-1: NR2E3 (human) agonism. Q9Y5X4. GST-NR2E3/biotin-RetCOR TR-FRET, 1536-well. inhibition of corepressor binding, % at 4.78 µM. 320,000 compounds, 0.12% hits. AID 2300;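 active = percent inhibition above the cutoff of mean plus 3 SD of all tested compounds, set per screening campaign, cut at about 20% in these data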;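 also: 0% = DMSO wells and 100% = biotin wells as full block of FRET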
Target sequence (Q9Y5X4 whole entry, looked up): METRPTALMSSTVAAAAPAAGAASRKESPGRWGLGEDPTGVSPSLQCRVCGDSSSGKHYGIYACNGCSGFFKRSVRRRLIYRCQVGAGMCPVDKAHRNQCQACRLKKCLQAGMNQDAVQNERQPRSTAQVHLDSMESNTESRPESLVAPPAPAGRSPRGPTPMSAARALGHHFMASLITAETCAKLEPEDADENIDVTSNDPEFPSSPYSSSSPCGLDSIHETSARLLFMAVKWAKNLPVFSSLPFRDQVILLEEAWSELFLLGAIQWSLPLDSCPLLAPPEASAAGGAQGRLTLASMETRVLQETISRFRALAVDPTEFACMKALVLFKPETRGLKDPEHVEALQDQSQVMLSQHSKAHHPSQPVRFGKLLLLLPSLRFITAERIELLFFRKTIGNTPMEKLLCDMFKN
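Format: 1536-well format; test system: GST-NR2E3 and biotin-RetCOR proteins; read-out basis: percent inhibition of TR-FRET ratio; timing: 5 h incubation at 4 °C; detection: time-resolved FRET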
NR2E3 ag-2: activates human NR2E3 receptor; Q9Y5X4; CHO-S Gal4-NCOR/VP16-NR2E3 two-hybrid, luciferase; inhibition of corepressor binding, % at 3.98 µM; 360,000 compounds, 0.35% hits; AID 602229;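 active = inhibition above the mean of all tested compounds plus 3 SD, cut at about 70% in these data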;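 also: 0% = DMSO with NR2E3 transfected cells and 100% = cells lacking NR2E3 construct; higher means lower luciferase signal from less NR2E3 corepressor binding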
PDI inh: inhibitors of human protein disulfide isomerase | 350,000 compounds, 0.052% hits | inhibition, % at 10 µM | PDI insulin aggregation turbidity, A650, 90 min;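 active = mean inhibition across replicates of 30% or more, whatever share of single replicates reach that level; inconclusive = mean inhibition below 30% while every single replicate reaches 30%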;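 also: absorbance from insulin aggregation driven by PDI reduction with DTT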
Target sequence (P07237 whole entry, looked up): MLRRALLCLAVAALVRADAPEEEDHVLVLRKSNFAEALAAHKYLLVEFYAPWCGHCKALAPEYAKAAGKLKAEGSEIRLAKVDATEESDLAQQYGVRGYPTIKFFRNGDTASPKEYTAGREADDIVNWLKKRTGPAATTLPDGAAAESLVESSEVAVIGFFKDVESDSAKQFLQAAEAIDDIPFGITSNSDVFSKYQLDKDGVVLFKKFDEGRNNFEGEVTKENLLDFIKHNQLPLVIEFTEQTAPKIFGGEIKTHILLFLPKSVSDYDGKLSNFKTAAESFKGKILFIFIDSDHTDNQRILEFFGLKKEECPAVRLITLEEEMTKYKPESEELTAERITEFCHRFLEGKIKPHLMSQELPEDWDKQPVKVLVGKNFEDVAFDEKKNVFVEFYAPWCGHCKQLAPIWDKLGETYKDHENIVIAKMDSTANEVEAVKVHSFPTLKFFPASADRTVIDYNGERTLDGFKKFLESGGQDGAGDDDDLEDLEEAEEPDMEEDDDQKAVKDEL
iPSC survival up: hiPSC single-cell survival enhancement | 360,000 compounds, 0.044% hits | ATPlite luminescence; 100% = ROCK inhibitor wells, 0% = DMSO | survival enhancement, % at 20 µM | AID 602274; in the data active = survival enhancement above about 18%;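 also: cells exposed to compounds for 16 hours before the ATP read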
HIF-2a inh: inhibitors of HIF-2a; 786-0 RCC cells HIF-2a reporter, luciferase luminescence, overnight; 360,000 compounds, 0.72% hits; inhibition, % at 18.8 µM;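 active = inhibition of the luminescence signal of 40% or more relative to plate controls, in a single-dose primary screen at 18.75 µM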
MITF TRPM1 inh: MITF TRPM1 promoter inhibition in SK-MEL-5 cells; SK-MEL-5 TRPM1 promoter luciferase, 24 h; inhibition, % at 12.5 µM; 330,000 compounds, 0.83% hits; AID 488899;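 active = mean inhibition across replicates of 60% or more, whatever share of single replicates reaches that level; inconclusive = some that reach 60%, reason not given; inactive = mean inhibition across replicates below 60%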; also: values of inactives mirror those of a sister screen read the other way
Peg3 promoter: inhibitors of Peg3 promoter; HeLa PEG-Prom luciferase reporter, luminescence, overnight; inhibition, % at 20 µM; 360,000 compounds, 1.7% hits;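 active = inhibition of at least 50% at 20 µM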
* hit, by the source's call; ? = inconclusive; . = no result given; & = joins results of further samples.

SMILES	Vif imaging	aDG glyco up	Exocytosis inh	CaV13 ICDI inh	NR2E3 ag-1	NR2E3 ag-2	PDI inh	iPSC survival up	HIF-2a inh	MITF TRPM1 inh	Peg3 promoter
CC(=O)c1cccc(S(=O)(=O)N2CCC(C(=O)Nc3cccc(C(=O)NC4CC4)c3)CC2)c1	-6	-0.1	0	-4	0	0	-2	-0.5	9	13	5
Cc1nc(N)sc1C(=O)Nc1ccccc1	3	-0.2	2	.	1	-46	-3	0.5	-140	-31	-98
O=C(NCCC1CCCCN1S(=O)(=O)c1ccccc1)C(=O)NCc1ccccc1F (stereo unspecified)	16	0.1	4	-5	-1	-1	-8	-0.2	11	2	-8
Cn1c(=O)n(C)c2cc(/C=N/NC(=S)NCc3ccccc3)ccc21	-13	0.2	1	-5	-3	30	-3	-2.5	-14	13	-9
COc1ccc(/C=N/NC(=O)c2cc(C)oc2C)cc1OC	-13	0.0	-2	-2	-3	-9	4	-0.5	-6	-20	-6
CC1CCC(NC(=O)C(C)N2C(=O)C3CCCCC3C2=O)CC1 (stereo unspecified)	.	-0.2	0	-20	0	-12	-1	2.2	-32	-21	-26
COc1ccc(NC(=O)C2=CN3CCS(=O)(=O)N=C3C=C2)c(OC)c1	-3	-0.1	14	-4	-1	-10	-14	0.0	6	11	8
O=C(NC1c2ccccc2-c2ccccc21)c1ccccc1	1	-0.4	-2	-7	1	-12	-5	-1.0	18	3	16
Cc1ccc2[nH]c(=S)cc(C)c2c1	-1	-0.2	-1	-8	4	-7	9	1.5	1	10	17
CCC(=O)c1ccc(OCC(=O)OCC(=O)NCCC2=CCCCC2)cc1	5	-0.2	2	-6	3	-9	-2	0.1	2	0	-7
Cc1ccc(S(=O)(=O)CCC(=O)OCC(=O)NCCc2ccc(F)cc2)cc1	1	-0.2	-2	-6	1	-16	8	-0.3	7	-4	2
CC(=O)NC(Cc1ccc(F)cc1)C(=O)NC1CCN(C(=O)Nc2ccc(F)cc2)CC1 (stereo unspecified)	4	0.0	22	-6	2	-21	5	0.5	12	2	15
Cc1ccc(C(c2nnnn2CS(=O)(=O)c2ccc(C)cc2)N2CCCC2)cc1 (stereo unspecified)	7	1.4	-2	-4	1	-28	7	-0.3	17	0	15
Cc1sc(NC(=O)C2CCCO2)c(C#N)c1C (stereo unspecified)	.	-0.2	1	-8	-3	-21	-5	-1.7	-50	-10	-20
CCOC(=O)c1noc(C)c1C(=O)Nc1nccs1	-14	0.3	7	-6	0	-7	7	-1.0	8	7	10
CC(=O)Oc1ccccc1-c1nc(C)nc(N(C)C(C)=O)n1	1	-0.1	7	-10	4	-18	1	-1.6	-161	-15	-108
Cc1ccc(-n2c(=O)c3ccccc3n(CC(=O)NCc3ccco3)c2=O)cc1	-4	-0.2	?	-2	2	-18	-4	-0.4	15	-2	8
Cc1oc2cc(O)ccc2c(=O)c1Oc1ccccc1Br	-8	-0.1	-7	-6	3	-13	-2	3.0	21	23	30
O=C(Nc1ccc2c(c1)OCO2)C1Cc2c(-c3ccccc3Oc3ccccc3)ccnc2O1 (stereo unspecified)	.	0.3	2	-7	.	7	-2	4.5	4	.	28
COc1ccccc1N1CCN(C(=O)c2cccc(NC3=NC4CS(=O)(=O)CC4S3)c2)CC1 (stereo unspecified)	24	-0.3	1	-4	6	-4	.	2.1	10	.	-1
CCCCN(C(C)=O)c1c(CC)nc2ccc(C(=O)NCCc3ccccn3)cn12	4	-0.1	-3	-8	.	-17	16	-2.3	8	.	-4
C[C@H]1C(=O)N(C)CCN1Cc1cn(C)nc1-c1ccc(Oc2ccccc2)cc1	1	0.4	1	-5	-1	3	1	-0.2	18	14	4
COc1ccc2c(c1)c(C(=O)O)c(C)n2-c1ccc(Cl)cc1	.	0.1	-7	-21	1	-28	-32	-0.9	20	-1	3
COc1cccc(-n2cnc3c(sc4nc(N5CCOCC5)c5c(c43)CCCC5)c2=O)c1	-7	0.1	18	-3	1	9	-1	0.2	9	-4	-1
CS(=O)(=O)c1cccc(NC(=O)CSc2nnc3n2CCCCC3)c1	1	0.2	1	-6	-2	-8	-16	0.2	10	6	-2
The list continues:
SMILES	Vif imaging	aDG glyco up	Exocytosis inh	CaV13 ICDI inh	NR2E3 ag-1	NR2E3 ag-2	PDI inh	iPSC survival up	HIF-2a inh	MITF TRPM1 inh	Peg3 promoter
C/C(=N\NC(=O)c1cc(-c2ccncc2)nc2ccccc12)c1ccc(OC(F)F)cc1	-5	0.1	-2	5	-2	-25	9	-0.7	21	0	13
CCOC(=O)C1=NOC2(C1)C(=O)Nc1ccc(OC)cc12 (stereo unspecified)	.	0.0	0	-9	.	0	.	0.3	4	.	.
O=C(COC(=O)CNS(=O)(=O)c1cccc(Br)c1)Nc1ccccc1Sc1ccccc1	-6	-0.2	0	-17	0	-20	4	0.0	3	2	-9
COc1ccc(CCNC(=S)NC(=O)/C=C/c2ccc(C)cc2)cc1OC	3&0	-0.1	-1	-5	0	13	-1	1.6	-8	-9	-6
COc1ccc(NC(=O)C(=O)NNC(=O)COc2ccc(OC)cc2)cc1	11	-0.2	-19	-2	4	-11	-3	0.5	-10	3	-23
Cc1ccc(NC(=O)NCc2ccccn2)cc1Cl	2	-0.1	0	-6	-1	-27	2	-0.5	-71	-14	-35
Cc1cc(SCc2ccc(F)cc2)nc(=O)[nH]1	-4	-0.2	-5	-4	0	-18	-7	-0.1	0	-2	-11
CC(=O)Nc1ccc(/C(C)=N/NC(=O)c2ccc(COc3ccccc3Cl)o2)cc1	1	0.0	-8	-11	5	-3	-1	0.0	-26	5	-11
Cc1ccc(S(=O)(=O)N2CCCC2C(=O)Nc2cc(C)on2)cc1 (stereo unspecified)	0	-0.1	-2	.	0	-16	0	0.7	-1	0	12
O=C(COC(=O)C12CC3CC(CC(C3)C1)C2)Nc1ccc2[nH]c(=O)[nH]c2c1	.	0.0	1	.	1	-23	-6	0.1	19	7	4
Cc1ccc(-c2nnn(CC(=O)Nc3cccc4cccnc34)n2)o1	-4	0.0	-1	-4	0	-2	2	-1.2	-4	-5	14
O=C(Nc1ccccc1Cl)c1cccs1	5	-0.3	-4	-3	3	-15	-4	-2.3	-118	-32	-82
CC(C)Cc1cc(C(=O)NCCN2CCOCC2)no1	5	-0.2	-9	-6	0	-7	-3	0.6	0	-5	3
CC(=O)N(C)c1ccc(NC(=O)Nc2ccc(C)cc2)cc1	-5	0.2	-4	-2	1	-30	-3	-0.2	-102	-14	-62
CC(C)(C)C1CCc2c(C(=O)N/N=C/c3cccs3)csc2C1 (stereo unspecified)	-3	0.1	2	-8	-4	-26	0	-1.4	-130	-125	-169
Cc1nc2oc(C(=O)c3ccccc3)c(N)c2c2c1COC(C)(C)C2	1	0.0	0	.	-1	11	0	-0.3	-73	-22	-98
NC(=O)c1c(/N=C/c2cccnc2)sc2c1CCCC2	-1	-0.1	-4	-20	6	6	-3	-0.3	-178	.	-61
O=C(c1cc2cc(Br)cc(Br)c2oc1=O)N1CCCC1	20	-0.1	-3	-5	-1	-5	-4	-3.5	8	-4	15
COc1ccc(NC(=O)OC(CN2CCCCC2)C(F)(F)F)cc1 (stereo unspecified)	3	-0.1	0	.	0	-8	3	-2.2	-16	1	4
Cc1c(-c2ccccc2)[n+](=O)c(-c2ccc(Cl)cc2)c(C)n1[O-]	34	-0.2	0	-5	0	3	-3	0.4	8	0	2
CCC(c1nnnn1CCOC)N(Cc1ccc(C)cc1)Cc1cc2cc(OC)ccc2[nH]c1=O (stereo unspecified)	5	0.0	-2	.	2	-27	3	-1.7	17	-15	21
COc1ccc(-c2cn[nH]c2-c2ccc(OCc3ccc(F)cc3)cc2O)cc1OC	-10	-0.1	19	-6	1	-21	2	0.9	20	22	25
O=C(/C=C/c1cccc(Cl)c1)OCC(=O)c1ccc[nH]1	.	-0.3	-22	-12	.	11	3	1.5	5	.	-4
Cc1ccc(OCC(=O)OC2CCCN(C)C2)cc1 (stereo unspecified)	8	-0.3	0	-3	-3	22	-13	-3.0	0	-9	11
CC(=O)c1cccc(NC(=O)COC(=O)CCC(=O)c2cccs2)c1	.	-0.4	3	-5	.	9	-1	-0.3	-4	-5	3
CCCCNC(=O)CSc1nnc(-c2cccc(S(=O)(=O)N3CCOCC3)c2)o1	1	-0.2	3	-2	2	-4	13	-2.7	-5	7	-1

Whole records, quoted from the list. Screens in order: Vif imaging, aDG glyco up, Exocytosis inh, CaV13 ICDI inh, NR2E3 ag-1, NR2E3 ag-2, PDI inh, iPSC survival up, HIF-2a inh, MITF TRPM1 inh, Peg3 promoter
CS(=O)(=O)c1cccc(NC(=O)CSc2nnc3n2CCCCC3)c1 is listed as 1, 0.2, 1, -6, -2, -8, -16, 0.2, 10, 6, -2
CCCCNC(=O)CSc1nnc(-c2cccc(S(=O)(=O)N3CCOCC3)c2)o1 is listed as 1, -0.2, 3, -2, 2, -4, 13, -2.7, -5, 7, -1

Molecules above that have fluorine:
SMILES	Vif imaging	aDG glyco up	Exocytosis inh	CaV13 ICDI inh	NR2E3 ag-1	NR2E3 ag-2	PDI inh	iPSC survival up	HIF-2a inh	MITF TRPM1 inh	Peg3 promoter
O=C(NCCC1CCCCN1S(=O)(=O)c1ccccc1)C(=O)NCc1ccccc1F (stereo unspecified)	16	0.1	4	-5	-1	-1	-8	-0.2	11	2	-8
Cc1ccc(S(=O)(=O)CCC(=O)OCC(=O)NCCc2ccc(F)cc2)cc1	1	-0.2	-2	-6	1	-16	8	-0.3	7	-4	2
CC(=O)NC(Cc1ccc(F)cc1)C(=O)NC1CCN(C(=O)Nc2ccc(F)cc2)CC1 (stereo unspecified)	4	0.0	22	-6	2	-21	5	0.5	12	2	15
C/C(=N\NC(=O)c1cc(-c2ccncc2)nc2ccccc12)c1ccc(OC(F)F)cc1	-5	0.1	-2	5	-2	-25	9	-0.7	21	0	13
Cc1cc(SCc2ccc(F)cc2)nc(=O)[nH]1	-4	-0.2	-5	-4	0	-18	-7	-0.1	0	-2	-11
COc1ccc(NC(=O)OC(CN2CCCCC2)C(F)(F)F)cc1 (stereo unspecified)	3	-0.1	0	.	0	-8	3	-2.2	-16	1	4
COc1ccc(-c2cn[nH]c2-c2ccc(OCc3ccc(F)cc3)cc2O)cc1OC	-10	-0.1	19	-6	1	-21	2	0.9	20	22	25
